Screening results from PubChem BioAssay.
PMI inhibition: MPI inhibition at elevated mannose 6-phosphate – biochemical, fluorescence intensity, high mannose 6-phosphate, primary screen (AID 1220); 190,000 compounds, 0.66% hits; recombinant PMI enzyme, coupled fluorescence intensity; higher % means a stronger effect; inhibition, % at 20 µM, or IC50 in µM where a hit was titrated; in the data active means inhibition above about 50%
PhoP inhibition: PhoP-dependent GFP reporter repression – Salmonella Typhimurium, primary screen (AID 1863); S. Typhimurium PhoP-regulated promoter GFP reporter, 4 h; higher % means a stronger effect; inhibition, % at 50 µM, or IC50 in µM where a hit was titrated; 300,000 compounds, 0.16% hits;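 active means inhibition over 29.93%, a cutoff 3 SD above the screen mean, later confirmed by dose response; inconclusive means inhibition over 29.93% but no dose response follow-up; inactive means inhibition at most 29.93% or unconfirmed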;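 further: 0% = low Mg2+ inducing control and 100% = high Mg2+ repressing control; strong numbers were not always called active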
M1AAP inhibition: P. falciparum M1AAP inhibitors, biochemical, fluorogenic H-Leu-NHMec substrate, 1536-well (AID 1445). recombinant M1AAP, H-Leu-NHMec fluorogenic kinetic assay; higher % means a stronger effect. inhibition, % at 30 µM, or IC50 in µM where a hit was titrated. 220,000 compounds, 0.42% hits;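 active means primary inhibition above the hit cutoff, then over 50% inhibition at one or more dose response concentrations, cut at about 23% in these data, passing the limit was not always enough; inconclusive means conflicting primary data, or primary hits not chosen for dose response; inactive means low primary inhibition, or under 50% at every dose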;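 further: plate controls were DMSO full reaction for no effect and no enzyme background for full effect; strong numbers were not always called active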
West Nile antiviral: inhibition of WNV-induced cytopathic effect – cell-based, CPE readout (AID 1621) | West Nile virus-infected cells, CPE inhibition; higher % means a stronger effect | one-dose CPE inhibition, % at 10 µM; IC50 in µM for titrated hits | 290,000 compounds, 0.02% hits; in the data active means a potency from the dose series; inconclusive means CPE inhibition mostly from about 3.7% at the one dose, without a potency; inactive means the rest, 99 in 100 with CPE inhibition below about 2.2%; further: strong numbers were not always called active
SIAH1 antagonists: blockers of Siah-1 interaction with plectin peptide – biochemical, fluorescence polarization, rhodamine-plectin, uHTS, primary screen (AID 1817); Siah-1 / rhodamine-plectin peptide fluorescence polarization; higher % means a stronger effect; one-dose displacement, % at 20 µM; IC50 in µM for titrated hits; 290,000 compounds, 0.02% hits;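 active means displacement of at least 50% at 20 µM, with a fluorescence ratio check between 0.3 and a set limit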;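 further: plate controls were Siah plus tracer with DMSO for no effect and tracer alone without Siah for full effect; strong numbers were not always called active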
ER stress rescue: protection against thapsigargin-triggered cell killing – 384-well, CSM14.1, ATP luminescence, primary screen (AID 1222) | CSM14.1 thapsigargin-induced death rescue, ATP luminescence; higher % means a stronger effect | cellular ATP content (survival), % at 20 µM, or EC50 in µM where a hit was titrated | 190,000 tested, under 10 active;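 active means EC50 below 50 µM in the dose-response confirmation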;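 further: death triggered by thapsigargin at about 15 µM added after 2 h compound pretreatment; cell ATP read after overnight thapsigargin exposure of roughly 18 to 22 hours; normalized against plate controls of thapsigargin alone and 5% DMSO vehicle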
XIAP displacement: small molecules displacing peptide from XIAP – biochemical, IAP family, fluorescence polarization (AID 1018) | XIAP BIR domain, fluorescence polarization peptide displacement; higher % means a stronger effect | one-dose displacement, % at 20 µM; IC50 in µM for titrated hits | 200,000 compounds, 0.007% hits; in the data active means displacement above about 50%; further: a part of the inactive calls stands beside numbers as strong as those of hits
M17LAP inhibition: P. falciparum M17LAP inhibitors, primary screen, biochemical, fluorogenic H-Leu-NHMec substrate, 1536-well (AID 1619) | 220,000 compounds, 0.38% hits | inhibition, % at 30 µM; hits with a dose series show IC50 in µM | recombinant M17LAP, H-Leu-NHMec fluorogenic kinetic assay; higher % means a stronger effect;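 active means compound inhibiting the enzyme by more than half at any dose during confirmatory dose-response retesting; inconclusive means strong single-dose inhibitors picked by rank but not retested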;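 further: plate controls were full reaction with DMSO carrier for no effect and no enzyme background for full effect; strong numbers were not always called active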
Yfh1-off respiration: mitochondrial function rescue without frataxin homolog – Friedreich's ataxia, plus single-dose screen, dose response (AID 1465) | S. cerevisiae Yfh1-off respiration, WST-1 reduction, 72 h; higher fold induction means a stronger effect | fold induction at 50 µM, or EC50 in µM where a hit was titrated | 220,000 compounds, 0.074% hits;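 active means fold induction of absorbance versus untreated yeast above a set limit, then at least 30% activation at any dose in follow-up; inconclusive means repeats straddling the limit, or above it without dose testing; inactive means fold induction below the set limit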;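 further: activators that raise dye reduction in frataxin-depleted yeast; strong numbers were not always called active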
* marks the source's active call; other numbers are inactive results; i = inactive; ? = inconclusive; . = no result given; & = joins results of further samples.

SMILES	PMI inhibition	PhoP inhibition	M1AAP inhibition	West Nile antiviral	SIAH1 antagonists	ER stress rescue	XIAP displacement	M17LAP inhibition	Yfh1-off respiration
Cc1ccc2cc(CCNC(=O)C(C)C)c(=O)[nH]c2c1C	12.7%	3.1%	9.0%	0.9%	2.7%	.	-2.9%	12.7%	i
Cc1cc(NC(=O)c2sccc2C)n(-c2cccc(Cl)c2)n1	-9.4%	-3.1%	8.1%	0.3%	2.2%	-3.2%	-6.7%	-2.1%	i
O=C(c1c(O)c2ccccc2oc1=O)C1CCCCC1	3.6%	-21.2%	-0.3%	0.9%	3.4%	0.5%	-1.9%	16.4%	i
COc1ccc(C(=O)NNC(=O)c2ccccn2)cc1	13.0%	-5.8%	1.4%	-0.5%	-0.2%	-14.1%	0.4%	-17.0%	i
O=C(COc1ccc(F)cc1)N1CCC(c2ccccc2)C1 (stereo unspecified)	8.6%	4.8%	3.1%	-0.2%	0.6%	-2.1%	-4.6%	7.3%	i
COc1ccc(N(C(=O)Cn2nnc3ccccc32)C(C(=O)NC(C)(C)C)c2ccc(OC)c(O)c2)cc1 (stereo unspecified)	-4.0%	-7.0%	10.9%	1.1%	-4.2%	-0.7%	-9.1%	7.0%	i
O=C(C1CCC(CNc2c(N3CCCCC3)c(=O)c2=O)CC1)N1CCc2ccccc2C1 (stereo unspecified)	12.7%	-4.8%	3.4%	1.0%	3.3%	-3.5%	-14.7%	12.8%	i
CC(C)CCN1CCN(Cc2ccsc2)CC1CCO (stereo unspecified)	-4.3%	3.3%	-1.2%	0.3%	9.1%	0.2%	-2.7%	-11.7%	i
c1coc(CNc2ncnc3c2oc2ccccc23)c1	7.6%	5.9%	19.4%	-1.0%	-3.0%	5.6%	-0.1%	23.1%	i
COC(=O)c1sccc1NC(=S)Nc1cc(OC)ccc1OC	41.2%	-7.9%	6.1%	0.5%	-3.6%	-1.5%	-5.8%	5.3%	i
C/C(=N\NC(N)=S)c1ccccc1	.	-1.8%	-2.2%	1.9%	-1.9%	.	.	2.7%	i
Cc1cccc(Nc2nc(N)nc(CN3CCC(C(N)=O)CC3)n2)c1C	-2.3%	6.0%	7.2%	0.1%	0.3%	0.2%	-1.9%	-7.6%	i
O=C(CC1Nc2ccccc2NC1=O)NCCCN1CCCCCC1 (stereo unspecified)	0.7%	-12.6%	-3.3%	.	-0.3%	5.0%	-3.5%	13.2%	.
CCOCCCN(C(=O)Cn1nnc(-c2ccc(C)o2)n1)C(C(=O)NCC1CCCO1)c1ccc(F)cc1 (stereo unspecified)	.	4.4%	0.7%	0.4%	-3.5%	.	.	-4.3%	i
CCOc1ccc(CCNC(=O)COC(=O)c2cccnc2OCC)cc1OCC	14.4%	7.2%	-0.7%	-0.2%	-2.2%	-2.4%	-8.5%	11.4%	i
CCN(CC)c1ccc(NS(=O)(=O)c2ccc(OC)cc2)cc1	49.4%	2.3%	14.8%	-2.0%	4.4%	0.6%	-2.3%	3.4%	i
CCOc1ccccc1NC(=O)Cn1c(=O)n(CCC(=O)NC2CCCC2)c(=O)c2ccccc21	1.3%	2.8%	1.2%	-0.2%	-0.1%	-0.5%	-6.5%	0.7%	i
O=C(CCn1cnc2ncccc2c1=O)N1CCN(c2cccc(Cl)c2)CC1	.	-0.5%	0.2%	-0.7%	7.0%	.	.	5.2%	i
Cc1ccc(N2CCN(C(=O)c3ccccc3Br)CC2)c(C)c1	7.2%	-11.2%	10.6%	-0.4%	1.6%	-1.3%	-5.3%	-6.3%	i
COC(=O)CNC(=O)COC(=O)c1ccc(Cl)nc1	-3.9%	12.4%	-2.6%	?	20.6%	-0.3%	-4.1%	2.2%	i
Cc1nc2c(sc3nc4c(cc32)COC(C)(C)C4)c(=O)n1CC(=O)NCc1ccco1	.	-2.7%	15.4%	0.0%	.	.	.	6.1%	i
O=C(N/N=C1\CC2CC=CC12)c1ccc(Br)cc1 (stereo unspecified)	-1.8%	0.3%	10.0%	-0.5%	-0.3%	-0.4%	0.2%	-4.7%	i
COc1ccc2cc(CCC(C)=O)ccc2c1	3.9%	-5.2%	-1.2%	.	-1.8%	-2.1%	-9.4%	0.9%	.
Cc1cc(C)cc(N(CC(=O)NCc2ccc3c(c2)OCO3)C(=O)CCC(=O)Nc2ccccn2)c1	3.6%	-4.2%	-1.2%	-0.3%	2.2%	0.8%	-3.0%	8.5%	i
CCOc1ccccc1-n1c(SCC(N)=O)nnc1-c1ccc(O)cc1	-3.2%	7.8%	-3.9%	-0.1%	-3.5%	-2.0%	-5.8%	-0.9%	i
COc1ccc(C(=O)CSc2nc(C(C)(C)C)nc3ccccc23)cc1	11.3%	2.8%	0.7%	-2.1%	-1.9%	6.1%	-3.9%	3.7%	i
Fc1ccc(C(Nc2ccccn2)c2c[nH]c3ccccc23)cc1 (stereo unspecified)	17.8%	-3.3%	6.3%	0.2%	4.8%	-0.2%	-8.3%	4.8%	i
CCN(CC)S(=O)(=O)c1cccc2nsnc12	1.7%	1.9%	4.9%	-0.6%	2.0%	2.4%	-4.8%	8.8%	i
Cc1cc(O)c2/c(=N\N)c(-c3csc(C)n3)coc2c1	.	0.6%	-2.0%	1.0%	2.7%	.	.	17.2%	i
Cc1cccc(C(=O)Nc2cc(C)ccc2NC(=O)COc2ccccc2)c1	0.8%	-11.2%	5.3%	-0.1%	-2.6%	-1.0%	-1.6%	-5.1%	i

Fetched by structure from the list above (3):
SMILES	PMI inhibition	PhoP inhibition	M1AAP inhibition	West Nile antiviral	SIAH1 antagonists	ER stress rescue	XIAP displacement	M17LAP inhibition	Yfh1-off respiration
Cc1cccc(C(=O)Nc2cc(C)ccc2NC(=O)COc2ccccc2)c1	0.8%	-11.2%	5.3%	-0.1%	-2.6%	-1.0%	-1.6%	-5.1%	i
COc1ccc(C(=O)CSc2nc(C(C)(C)C)nc3ccccc23)cc1	11.3%	2.8%	0.7%	-2.1%	-1.9%	6.1%	-3.9%	3.7%	i
COc1ccc2cc(CCC(C)=O)ccc2c1	3.9%	-5.2%	-1.2%	.	-1.8%	-2.1%	-9.4%	0.9%	.

The listing continues:
SMILES	PMI inhibition	PhoP inhibition	M1AAP inhibition	West Nile antiviral	SIAH1 antagonists	ER stress rescue	XIAP displacement	M17LAP inhibition	Yfh1-off respiration
CCn1c(=O)cc(SCC(=O)Nc2cccnc2)c2ccccc21	9.3%	-2.6%	4.9%	0.2%	0.4%	-1.3%	-3.5%	-3.8%	i
CCCNC(=O)c1cc(-c2ccc(OC)cc2)n(CCCOC)c1C	5.8%	-4.8%	13.9%	-0.9%	2.6%	-2.5%	2.0%	19.1%	i
COc1ccc(Cl)cc1NC(=O)CS(=O)(=O)c1cccc2nsnc12	6.9%	-5.3%	0.2%	0.2%	-2.0%	-0.3%	-1.2%	3.8%	i
O=C(Nc1ccc(Cl)cc1)N1CC=CCC1	-5.6%	29.6%	10.7%	1.1%	-0.9%	-1.3%	-5.4%	-9.9%	i
CC(C)c1csc2nc3n(c(=O)c12)CCCCC3	7.7%	2.8%	0.8%	-0.6%	-1.4%	3.4%	-2.3%	-2.5%	i
Cc1ccc(S(=O)(=O)Nc2ccc(NC(=O)/C=C/C(=O)O)cc2)cc1	14.7%	1.2%	0.3%	-0.4%	6.8%	0.1%	-1.3%	1.4%	i
O=C(Nc1ccc([N+](=O)[O-])cn1)C1CC2CCC1C2 (stereo unspecified)	-2.6%	-3.7%	10.1%	0.0%	-2.3%	-1.7%	-4.3%	13.4%	i
OC(CCN1CCCCC1)(c1ccccc1)c1ccccc1	-16.1%	5.4%&-5.3%	3.8%	-0.3%	6.5%	0.4%	-6.2%	-3.0%	i
COc1ccc(OC)c(/C=N/NC(=O)c2ccc3nc[nH]c3c2)c1	.	-7.3%	11.0%	0.1%	15.7%	.	.	0.0%	i
CCCn1c(-c2ccc(F)cc2)n[nH]c1=S	-12.6%	19.8%	1.8%	0.2%	-5.5%	-1.4%	-4.1%	4.8%	i
COc1cccc(-c2cc(C(F)(F)F)n3nc(N)nc3n2)c1	4.0%	5.5%	1.4%	-0.2%	1.7%	-1.2%	-0.8%	8.5%	i
COc1nnc(-c2ccccc2)s1	13.6%	3.8%	-2.2%	0.8%	-1.5%	6.8%	-2.9%	8.2%	i
O=C(COC(=O)c1ccccc1O)Nc1cc([N+](=O)[O-])ccc1Cl	.	-13.9%	5.7%	0.1%	23.2%	.	.	6.9%	i
O=C(C1CC1)N1CCc2cc(Br)cc(S(=O)(=O)NCCCN3CCCC3)c21	-0.2%	-0.9%	8.6%	-0.5%	0.8%	-0.4%	-6.0%	3.4%	i
O=[N+]([O-])c1cccc(-n2nnnc2CN2CCCC2)c1	-12.7%	-6.9%	-0.6%	-0.2%	5.7%	1.2%	-6.4%	-7.8%	i
O=C(Nc1ccc(N2CCOCC2)c(Cl)c1)c1cccnc1Cl	6.1%	-3.4%	10.1%	0.6%	-0.8%	-2.6%	-7.7%	-0.3%	i
C/C(N)=C(/C#N)C(=O)CSc1nc2cc(Cl)ccc2c(=O)n1Cc1ccco1	0.9%	3.7%	-3.4%	-0.6%	-3.5%	0.8%	-3.0%	-4.1%	i
O=C(COc1ccccc1Cl)Nn1cnnc1	-5.2%	-8.0%	-13.4%	0.1%	-3.0%	0.3%	-3.6%	-5.5%	i
Nc1nc(Nc2ccccc2Cl)cc(=O)[nH]1	.	6.1%	6.0%	0.1%	2.9%	.	.	-4.4%	i
COc1ccc(N=Cc2ccc(CNS(=O)(=O)c3ccc(Cl)cc3)o2)cc1	18.0%	17.9%	13.6%	0.1%	-2.6%	0.6%	-4.7%	6.8%	i
COC(=O)c1ccc(COc2ccc3c(c2)CCC3)o1	.	-0.8%	-1.9%	0.2%	5.6%	.	.	-6.7%	i
C#CCOCCOCCOCCNc1nc(N2CCOCC2)nc(N2CCN(C(=O)Cn3cc(CCCN=C(N)N)nn3)CC2)n1	-33.5%	7.3%	0.6%	-0.2%	-1.0%	-1.6%	-10.1%	-5.2%	i
